# Screening results deposited in PubChem by several laboratories.
# TRPC6 inh – mouse TRPC6 channel inhibition. Q61143. HEK293-TRPC6, membrane potential dye, ACh-evoked depolarization; stronger effect = lower value. B-score at 10 µM. hit rate 1.1% among 310,000. AID 2553;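 active = B-score under library mean minus 3 SD, initial fluorescence not abnormally high, positive integrated signal ratio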;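 note: B-score derived from integrated fluorescence ratio over the kinetic read; more negative B-score means stronger inhibition of depolarization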
# Target sequence (Q61143 whole entry, looked up): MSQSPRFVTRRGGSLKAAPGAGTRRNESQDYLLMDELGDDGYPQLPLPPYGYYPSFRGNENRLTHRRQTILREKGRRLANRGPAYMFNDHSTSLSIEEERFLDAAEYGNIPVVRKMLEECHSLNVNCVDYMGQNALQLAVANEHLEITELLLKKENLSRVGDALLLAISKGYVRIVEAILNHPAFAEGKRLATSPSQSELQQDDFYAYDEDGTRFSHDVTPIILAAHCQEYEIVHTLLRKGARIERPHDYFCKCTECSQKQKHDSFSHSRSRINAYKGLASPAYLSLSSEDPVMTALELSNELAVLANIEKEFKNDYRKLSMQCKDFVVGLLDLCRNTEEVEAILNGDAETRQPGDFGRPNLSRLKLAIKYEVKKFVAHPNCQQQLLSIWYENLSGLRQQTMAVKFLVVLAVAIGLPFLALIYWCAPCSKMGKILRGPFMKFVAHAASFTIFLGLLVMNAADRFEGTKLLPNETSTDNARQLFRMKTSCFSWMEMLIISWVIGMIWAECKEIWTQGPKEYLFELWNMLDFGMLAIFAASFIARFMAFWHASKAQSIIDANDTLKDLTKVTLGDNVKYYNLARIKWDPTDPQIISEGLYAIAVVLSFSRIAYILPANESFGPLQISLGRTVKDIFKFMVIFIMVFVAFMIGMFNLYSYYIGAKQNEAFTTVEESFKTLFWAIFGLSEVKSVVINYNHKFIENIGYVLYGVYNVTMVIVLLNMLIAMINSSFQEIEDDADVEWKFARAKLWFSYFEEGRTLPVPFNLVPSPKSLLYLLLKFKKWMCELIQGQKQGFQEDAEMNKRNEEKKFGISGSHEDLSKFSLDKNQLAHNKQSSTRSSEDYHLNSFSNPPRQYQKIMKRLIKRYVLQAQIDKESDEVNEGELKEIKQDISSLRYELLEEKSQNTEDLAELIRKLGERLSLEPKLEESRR
# PolyA inh – blocks polyadenylation in yeast reporter cells; calls only at 12 µM; S. cerevisiae SKY197-pL101 polyadenylation reporter, beta-gal luminescence; efflux-impaired pdr1/pdr3 knockout yeast; score 100 = 6 SD above DMSO; hit rate 0.02% among 300,000;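 active = lowest replicate activity score at least 50, where 100 means six control SD above control mean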;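 note: yeast exposed to compound for 9 h at 30 °C; higher score means more reporter readthrough which indicates perturbed polyadenylation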
# AI-2 QS modul – Vibrio harveyi AI-2 quorum sensing modulation. Vibrio harveyi JMH597 AI-2 luminescence/OD600 ratio, 9 h; stronger effect = lower value; strain lacks LuxN and CqsS sensors; 0 = neutral-control median. hit rate 0.4% among 300,000. activity change, % at 7.5 µM. AID 2094; in the data active = activity change below about -75%, passing the limit was not always enough;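 note: luminescence divided by OD600 gain over 9 h not by final OD600 alone; inactives centre near 13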
# TRPC4 act – activators of mouse TRPC4 channel; B-score at 10 µM; AID 2237; hit rate 0.49% among 310,000; Q9QUQ5; HEK293 TRPC4beta/mu-opioid, Fluo4 calcium fluorescence; stronger effect = higher value;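 active = B-score above 5 SD of library B-scores, and initial fluorescence ratio not above library mean plus 5 SD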;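 note: positive B-score marks a calcium rise read as TRPC4 activation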
#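 Assay system: HEK293 cells stably co-expressing mouse TRPC4beta and mu-opioid receptor / Timing: Fluo4 dye loading 45 min at room temperature, 110 s recording / Signal: Fluo4 calcium-sensitive dye fluorescence, kinetic, 1 Hz baseline / Read-out: integrated baseline-normalised fluorescence ratio, converted to per-well B score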
# TRPC4 PAM – allosterically enhances the mouse TRPC4 cation channel | HEK293 TRPC4beta/mu-opioid, DAMGO EC20, Fluo-4 Ca2+ flux; stronger effect = higher value | B-score at 10 µM | hit rate 0.42% among 310,000 | Q9QUQ5 | AID 2227;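 active = B-score of calcium response area above 5 SD of library B-scores, with initial fluorescence ratio within 5 SD of library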;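 note: B-score of integrated fluorescence ratio over time as area under calcium response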
# MrgX1 ag – agonists of human MrgX1 receptor | AID 588627 | MrgX1-HEK293 cells, Fluo-4 calcium fluorescence, agonist mode; stronger effect = higher value | B-score at 10 µM | hit rate 0.44% among 310,000;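 active = calcium response B-score plate-corrected fluorescence ratio at least 3 library SD, with starting fluorescence B-score inside 5 SD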
#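 Test system: Stable human MrgX1 HEK293 cell line | Schedule: Overnight plating before 1 h dye loading | Read-out basis: Baseline-normalised fluorescence change ratio, B-scored | Detection: Kinetic calcium dye fluorescence, Fluo-4 NW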
# TRPC4 block – TRPC4 (mouse) channel inhibition; Q9QUQ5; HEK293 TRPC4beta/mu-opioid, DAMGO-evoked Fluo4 calcium flux; stronger effect = lower value; B-score at 10 µM; hit rate 0.39% among 300,000; AID 2247;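 active = B-score over 3 SD under the library average, no early fluorescence shift, positive overall ratio signal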
#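 Assay system – HEK293 line stably carrying TRPC4beta and mu-opioid receptor · Doses – single dose · Detection – Fluo4 calcium-dye fluorescence, kinetic read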
# MrgX1 allo act – human MrgX1 positive allosteric modulation, primary screen. MrgX1-HEK293, Fluo-4 calcium flux, FDSS; stronger effect = higher value. B-score at 10 µM. hit rate 0.63% among 310,000. AID 588675;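 active = plate-corrected calcium response at least 3 library SD above typical, normal starting fluorescence, not activating the receptor alone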;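 note: compound read alongside a low EC10 to EC30 dose of BAM8-22 agonist; peak minus trough fluorescence over baseline measured at the second addition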
# HIF act – HIF pathway transcriptional activation | activation, % at 7.5 µM (by protocol) | AID 1910 | hit rate 0.32% among 300,000 | U2OS HRE-luciferase reporter, luminescence; normalized: DMSO 0%, desferrioxamine 100%;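 active = mean activation of at least 10% of the iron chelator positive control signal, with at least half of replicates also reaching 10%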
# TRPC6 activator – activates the mouse TRPC6 cation channel; Q61143; hit rate 0.13% among 310,000; HEK293-TRPC6 membrane potential dye fluorescence; stronger effect = higher value; B-score at 10 µM;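 active = B-score of the integrated fluorescence ratio above library mean plus 3 SD, and starting fluorescence ratio within library mean plus 5 SD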;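 note: higher score means more depolarization so channel activation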
# MrgX1 antag – blocks BAM8-22 activation of human MrgX1 receptor; Q96LB2; MRGX1-HEK293 calcium flux, Fluo-4, BAM8-22 antagonism; stronger effect = lower value; B-score at 10 µM; hit rate 1.3% among 310,000; AID 588676;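 active = calcium-response B-score plate-corrected more than 3 library SD below zero, starting fluorescence within 5 deviations, no agonist response on first addition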;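 note: peak minus trough fluorescence over baseline after final BAM8-22 challenge near maximal dose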
# * = called active by the depositor; i = inactive; · = no result given.
SMILES,TRPC6 inh,PolyA inh,AI-2 QS modul,TRPC4 act,TRPC4 PAM,MrgX1 ag,TRPC4 block,MrgX1 allo act,HIF act,TRPC6 activator,MrgX1 antag
COC(=O)C(CO)NC(=O)C1CCCN1C(=O)CNC(=O)OCc1ccccc1 (configuration not stated),i,i,19,i,i,i,i,i,-12,i,i
COc1ccc(C)cc1S(=O)(=O)Nc1cc(Cl)ccc1Cl,i,i,17,i,i,i,i,i,0.1,i,i
COc1cccc(NC(=O)CSc2nnc3c(n2)[nH]c2ccc(C)cc23)c1,i,i,24,i,i,i,i,i,-0.5,i,i
COc1cccc(CN2CCN(Cc3cccc(Oc4ccccc4)c3)CC2)c1OC,i,i,4,i,i,i,i,i,-0.9,i,i
Cc1nnc(SCC(=O)N2c3ccccc3Sc3ccccc32)n1N,i,i,13,i,i,i,i,i,-0.2,i,i
CCN(CC)C(=O)CSc1nnc(-c2c[nH]c3ccccc23)o1,i,i,-5,i,i,i,i,i,-34,i,i
Cc1ccccc1OCc1nnc(SCC(=O)O)n1-c1ccccc1,i,i,16,i,i,i,i,i,-0.1,i,i
Cc1ccccc1NC(=O)CCC(=O)OCC(=O)c1ccc(-c2ccccc2)cc1,i,i,-3,i,i,i,i,i,-0.6,i,i
Cc1ccc(NC(=S)N2CCN(C3CCCCC3)CC2)cc1,i,i,13,i,i,i,i,i,0.0,i,i
COc1ccc(NC(=O)C2C3C=CC4(O3)C2C(=O)N(CCN2CCCCC2C)C4C(=O)NC2CCCCC2)cc1 (configuration not stated),i,·,·,i,i,i,i,i,-0.8,i,i
Cc1ccc(C(=O)Nc2ccc3c(c2)OCCO3)c(C)c1,i,i,29,i,i,i,i,i,-4.0,i,i
Cc1ccc(Cl)cc1N(CC(=O)N1CCOCC1)S(C)(=O)=O,i,i,7,i,i,i,i,i,0.8,i,i
ClC(Cl)(Cl)c1nc(N/N=C/c2ccncc2)c2ccccc2n1,i,i,7,i,i,i,i,i,0.2,i,i
COC(=O)Cc1c(C(=O)OC)nnn1-c1ccc(OC)cc1,i,i,6,i,i,i,i,i,-0.1,i,i
CN(C)c1cccc(NC(=O)c2ccco2)c1,i,i,16,i,i,i,i,i,0.5,i,i
CCOc1ccc(N2C(=O)c3cccnc3C2Nc2ccc(OC)cc2)cc1 (configuration not stated),i,i,6,i,i,i,i,i,1.2,i,i
CCN(CC)c1ccc2nc3c4ccccc4c(=O)cc-3oc2c1,i,i,8,i,i,i,i,i,2.2,i,i
Cc1cc(Cl)ccc1OCC(=O)Nc1nc(-c2cccs2)cs1,i,i,5,i,i,i,i,i,-26,i,i
Cc1nonc1NC(=O)Nc1cccnc1,i,i,13,i,i,i,i,i,-0.1,i,i
NC(=S)NNC(=O)Nc1cccc(Cl)c1,i,i,23,i,i,i,i,i,0.2,i,i
CC(=O)c1sc2nc(=O)c(C)nn2c1C,i,i,7,i,i,i,i,i,-0.3,i,i
Cc1nn(-c2cccc(Cl)c2)c2c1C(c1cccnc1)C(C#N)=C(N)O2 (configuration not stated),i,i,19,i,i,i,i,i,0.7,i,i
O=C(CN(CCc1ccccc1)C(=O)c1csnn1)NC1CCCC1,i,i,12,i,i,i,i,i,-0.2,i,i
O=c1[nH][nH]c(-c2ccccc2)c1C=Nc1ccc(OC(F)(F)F)cc1,i,i,-9,i,i,33*,i,i,-0.1,i,i
CCOC(=O)c1sc(=NC(=O)C2CC2)n(C)c1C,i,i,8,i,i,i,i,i,0.7,i,i

# 2 of the compounds above, as tab-separated lines.
molecule	TRPC6 inh	PolyA inh	AI-2 QS modul	TRPC4 act	TRPC4 PAM	MrgX1 ag	TRPC4 block	MrgX1 allo act	HIF act	TRPC6 activator	MrgX1 antag
COC(=O)Cc1c(C(=O)OC)nnn1-c1ccc(OC)cc1	i	i	6	i	i	i	i	i	-0.1	i	i
Cc1nn(-c2cccc(Cl)c2)c2c1C(c1cccnc1)C(C#N)=C(N)O2 (configuration not stated)	i	i	19	i	i	i	i	i	0.7	i	i

# Other compounds.
SMILES,TRPC6 inh,PolyA inh,AI-2 QS modul,TRPC4 act,TRPC4 PAM,MrgX1 ag,TRPC4 block,MrgX1 allo act,HIF act,TRPC6 activator,MrgX1 antag
CCOP(=O)(OCC)C(C#N)=C1SCN(c2ccccc2)CS1,i,i,22,i,i,i,i,i,1.7,i,i
Cc1cc(=O)oc(C)c1C(=O)N1CCCCC1,i,i,11,i,i,i,i,i,-1.5,i,i
Cc1cccc(-n2c(C)nc3sccc3c2=O)c1,i,i,-3,i,i,i,i,i,-0.5,i,i
CCOc1ccccc1NC(=O)CSc1nc(=O)n(CCN2CCOCC2)c2c1CCCC2,i,i,7,i,i,i,i,i,0.2,i,i
CCCC(=O)N1CCN(c2ccc([N+](=O)[O-])c(NC(C)c3ccccc3)c2)CC1 (configuration not stated),i,i,22,i,i,i,i,i,-0.5,i,i
Cc1cc(C)c(S(=O)(=O)Cc2ccc(Cl)cc2)c(=O)[nH]1,i,i,2,i,i,i,i,i,-1.0,i,i
O=C(COC(=O)C12CC3CC(CC(Br)(C3)C1)C2)Nc1cccnc1Cl,i,i,16,i,i,i,i,i,-0.1,i,i
COc1ccc(Cl)cc1NS(=O)(=O)c1cccc(C(=O)NCCCN2CCCC2=O)c1,i,i,12,i,i,i,i,i,0.1,i,i
CCOC(=O)c1sc(NC(=O)CSc2nccn2C)nc1C,i,i,21,i,i,i,i,i,2.8,i,i
O=C(N=C1SC2CS(=O)(=O)CC2N1Cc1ccccc1Cl)C1CC1 (configuration not stated),i,i,3,i,i,i,i,i,-0.4,i,i
C=CCC1CCCC(=O)N2CC[C@H](O)C12 (some centres not stated),i,i,15,i,i,i,i,i,-1.4,i,i
OCCN1CN=C(Nc2nc3ccccc3o2)NC1,i,i,21,i,i,i,i,i,-1.8,i,i
Cn1nnnc1SCC(=O)NC1CCCC1,i,i,11,i,i,i,i,i,0.1,i,i
CCOC(=O)c1cnc(SCC(=O)Nc2ccc(NC(C)=O)c(OC)c2)nc1N,i,i,29,i,i,i,i,i,-0.3,i,i
Cc1ccc(-n2c(N)c(C(=O)N3CCOCC3)sc2=S)c(C)c1,i,i,12,i,i,i,i,i,0.4,i,i
Cc1ccccc1NC(=O)COC(=O)Cc1ccsc1,i,i,18,i,i,i,i,i,0.0,i,i
CN(CCNC(=O)c1cc2c(-c3ccccc3F)nn(C)c2s1)C1CCCCC1,i,i,-6,i,i,i,i,i,-1.4,i,i
CCCn1c(NC(=O)c2ccc(F)cc2)nc2ccccc21,i,i,19,i,i,i,i,i,2.6,i,i
Cn1[nH]c(C(F)(F)F)cc1=O,i,i,14,i,i,i,i,i,-0.1,i,i
Cc1cccc(C(=O)N(Cc2nc3ccccc3c(=O)[nH]2)C2CCCC2)c1,i,i,25,i,i,i,i,i,-0.3,i,i
CN(C)c1nc(Nc2ccc(F)cc2)nc(Oc2ccc(F)cc2)n1,i,i,3,i,i,i,i,i,-0.4,i,i
Cn1c(N)c(C(=O)COC(=O)c2ncc(Cl)c(Cl)c2Cl)c(=O)n(C)c1=O,i,i,17,i,i,i,i,i,-0.5,i,i
COc1ccc(C(=O)Nc2ccc(S(=O)(=O)N3CCc4ccccc43)cc2)cc1,i,i,-2,i,i,i,i,i,-0.3,i,i
CCOC(=O)N/N=C/c1ccc(OC)c(O)c1,i,i,8,i,i,i,i,i,0.6,i,i
CCN(CC)C(=O)Cn1cc(C(=O)C(=O)NCCc2ccc(S(N)(=O)=O)cc2)c2ccccc21,i,i,10,i,i,i,i,i,-0.1,i,i
SMILES,TRPC6 inh,PolyA inh,AI-2 QS modul,TRPC4 act,TRPC4 PAM,MrgX1 ag,TRPC4 block,MrgX1 allo act,HIF act,TRPC6 activator,MrgX1 antag
Cc1cc(NC(=O)C(C)SCC(=O)N(C)CC(=O)Nc2ccc(Br)cc2C)no1 (configuration not stated),i,i,12,i,i,i,i,i,-0.1,i,i
Cc1ccccc1CS(=O)(=O)c1nnc([C@H](CC(C)C)NC(=O)OC(C)(C)C)o1,i,i,16,i,i,33*,i,i,-2.6,i,i
COc1cccc(N2CCN(C(=O)C3C4C=CC5(CN(Cc6ccccc6Cl)C(=O)C35)O4)CC2)c1 (configuration not stated),i,i,15,i,i,i,i,i,0.0,i,i
CCOC(=O)C1=NOC(CNc2ncc(C(F)(F)F)cc2Cl)C1 (configuration not stated),i,i,11,i,i,i,i,i,-0.4,i,i
O=C(NCc1ccc(Cl)cc1)c1cc(-c2ccco2)on1,i,i,-42,i,i,i,i,i,0.1,i,i
Cc1ccc(Nc2nnc(-c3ccncc3)s2)c(Br)c1,i,i,24,i,i,49*,i,i,1.3,i,i
O=C(CN(c1ccc(F)cc1)S(=O)(=O)c1ccc2c(c1)OCCO2)NCC1CCCO1 (configuration not stated),i,i,12,i,i,i,i,i,0.4,i,i
CC(=O)c1cccc(NC(=O)CCC(=O)Oc2ccc(C)cc2)c1,i,i,25,i,i,i,i,i,-0.4,i,i
O=C(NCCCO)c1ccc2[nH]c3ccccc3c2c1,i,i,8,i,i,i,i,i,0.8,i,i
COC(=O)c1ccc(C2c3[nH]c4ccccc4c3C[C@H]3C(=O)N(C4CC4)CC(=O)N23)cc1 (some centres not stated),i,i,7,i,i,i,i,i,-0.9,i,i
COc1ccc(Cn2nc(-c3ccccc3)c(N3CCCCC3)cc2=O)cc1,i,i,25,i,i,i,i,i,-0.2,i,i
O=C(Nc1ccc(Cl)cc1)N(C1=NCCC1)c1ccc(OC(F)F)cc1,i,i,19,i,i,i,i,i,0.8,i,i
COc1ccc(C(=O)NCC(c2ccc(F)cc2)N2CCOCC2)cc1S(=O)(=O)N1CCCC1 (configuration not stated),i,i,4,i,i,i,i,i,-0.3,i,i
O=C(CSC(=S)N1CCCC1)NCC(=O)Nc1ccc(F)c(F)c1,i,i,33,i,i,i,i,i,-0.3,i,i
O=C(CN1C(=O)CCC1=O)Nc1cccc(NC(=O)CN2C(=O)CCC2=O)c1,i,i,37,i,i,i,i,i,-0.1,i,i
CCOC(=O)C1CCN(C(=O)CN(c2ccc(Oc3ccccc3)cc2)S(C)(=O)=O)CC1,i,i,-4,i,i,i,i,i,0.7,i,i
COc1cc(/C=N/NC(=O)c2cccnc2)cc(Br)c1O,i,i,9,i,i,i,i,i,-1.8,i,i
Cc1nnc(SCC(=O)NC2CCCCC2)[nH]c1=O,i,i,11,i,i,i,i,i,0.0,i,i

# This is a subset; the hit share may differ from the screen's.
